# Assay outcomes: PubChem, several laboratories
# Hsp70 activator: switches on Hsp70 transcription. HeLa Hsp70 promoter luciferase reporter, luminescence; scaled: vehicle 0, proteasome-inhibitor control 100%. activation, % at 10 µM. actives 0.04% (n = 200,000). AID 1203;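 active = activation above the mean across all tested compounds plus 3 SD, cutoff set per campaign, cut at about 5.5% in these data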;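 note: 100% = MG132 at 30 µM as the positive control and 0% = DMSO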
# STAT1 activator: activators of IFN-gamma induced STAT1 signaling; NIH 3T3 STAT1-luciferase reporter, luminescence; 100% = IFN-gamma alone, no compound; actives 2.6% (n = 200,000); AID 932; activation (% of control), % at 5.5 µM;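 active = activation above the screen-wide mean activation plus 3 SD, cut at about 130% in these data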;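 note: raw ratio to IFN-gamma control signal so 100% means no change and 0% no light; values of inactives mirror those of a sister screen read the other way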
# STAT1 blocker: reduces IFN-gamma driven STAT1 reporter signal; NIH 3T3 STAT1-luciferase reporter, luminescence; inhibition, % at 5.5 µM; actives 0.35% (n = 200,000); AID 920;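 active = inhibition above a set limit, the mean inhibition across all tested compounds plus 3 SD, cut at about 34% in these data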;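 note: 0% = IFN-gamma with DMSO and 100% = IFN-gamma with 300 µM nifuroxazide; values of inactives mirror those of a sister screen read the other way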
# STAT3 inh: STAT3 signaling inhibition | U3A cells, IL-6 STAT3-luciferase reporter, luminescence; host cell line lacks STAT1 | inhibition, % at 5.5 µM | actives 0.89% (n = 190,000) | AID 862;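 active = inhibition above the mean inhibition across all screened compounds plus 3 SD, cut at about 44% in these data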;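 note: 0% = DMSO only wells and 100% = 100 µM nifuroxazide control wells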
# Diaphorase act: activates diaphorase or chemically reduces, flagging diaphorase assay artifacts; Diaphorase/resazurin coupled assay, resorufin fluorescence, 16 min; hits give high values; 1 = vehicle wells, 0 = NADH-free wells; activation factor at 20 µM; actives 0.005% (n = 190,000);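 active = diaphorase activity raised at least twofold by the compound at 20 µM; inactive = activation factor below 2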
#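 Assay system: bacterial diaphorase enzyme (C. kluyveri) / Input: enzyme 0.07 U/mL final / Medium: 50 mM HEPES pH 7.4 with 4.542 mM MgCl2, 0.005% Tween 20 / Doses: single compound dose of 20 µM, 1% DMSO final / Incubation: 16 min enzyme reaction, ambient temperature / Signal: fluorescence, excitation 544 nm and emission 590 nm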
# APP 5UTR inh: APP translation inhibition | actives 0.82% (n = 190,000) | inhibition, % at 2 µM | SH-SY5Y APP 5'UTR-luciferase reporter, luminescence;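 active = inhibition above a set limit, derived from the sample mean plus 3 SD, cut at about 45% in these data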; note: values of inactives mirror those of a sister screen read the other way
# TLR4-MyD88 BLA: blocks binding of human TLR4 to MyD88; inhibition, % at 8.4 µM; AID 861; HeLa CL3-4 TLR4/MyD88 BLA complementation, FRET ratio; actives 0.18% (n = 200,000); in the data active = inhibition above about 25%;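 note: 0% = vehicle and 100% = reference inhibitor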
# Target sequence (O00206 whole entry, looked up): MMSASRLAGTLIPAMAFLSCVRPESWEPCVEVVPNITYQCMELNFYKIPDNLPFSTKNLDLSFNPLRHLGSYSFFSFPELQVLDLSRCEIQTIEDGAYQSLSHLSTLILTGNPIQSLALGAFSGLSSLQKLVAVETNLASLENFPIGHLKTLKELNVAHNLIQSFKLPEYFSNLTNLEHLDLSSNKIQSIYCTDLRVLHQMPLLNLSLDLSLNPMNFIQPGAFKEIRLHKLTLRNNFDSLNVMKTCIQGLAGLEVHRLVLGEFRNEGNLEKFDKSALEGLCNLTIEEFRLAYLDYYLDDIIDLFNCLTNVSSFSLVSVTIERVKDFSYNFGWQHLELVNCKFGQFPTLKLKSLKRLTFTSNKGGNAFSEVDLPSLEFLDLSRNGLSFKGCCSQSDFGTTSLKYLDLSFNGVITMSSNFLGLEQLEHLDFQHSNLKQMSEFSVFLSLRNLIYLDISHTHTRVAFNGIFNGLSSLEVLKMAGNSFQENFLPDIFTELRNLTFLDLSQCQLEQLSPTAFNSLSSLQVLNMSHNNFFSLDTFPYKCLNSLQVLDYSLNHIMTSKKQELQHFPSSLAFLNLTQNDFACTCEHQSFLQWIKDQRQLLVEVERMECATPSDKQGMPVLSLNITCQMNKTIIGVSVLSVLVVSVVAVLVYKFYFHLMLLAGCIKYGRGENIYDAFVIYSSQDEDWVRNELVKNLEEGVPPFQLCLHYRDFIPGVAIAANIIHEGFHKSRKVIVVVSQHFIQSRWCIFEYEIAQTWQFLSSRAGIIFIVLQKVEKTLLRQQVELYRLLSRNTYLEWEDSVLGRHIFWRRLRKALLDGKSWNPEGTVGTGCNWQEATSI
# Target sequence (Q99836 whole entry, looked up): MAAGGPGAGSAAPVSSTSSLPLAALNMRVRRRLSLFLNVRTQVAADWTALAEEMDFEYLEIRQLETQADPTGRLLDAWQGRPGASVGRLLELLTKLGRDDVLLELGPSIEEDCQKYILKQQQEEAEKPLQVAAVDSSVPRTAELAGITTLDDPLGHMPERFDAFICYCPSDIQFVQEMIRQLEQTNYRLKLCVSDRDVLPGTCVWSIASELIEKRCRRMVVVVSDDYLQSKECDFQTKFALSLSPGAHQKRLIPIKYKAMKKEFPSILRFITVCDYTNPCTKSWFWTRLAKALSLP
# G6PDH CS: inhibits Leuconostoc G6PDH, flagging false hits in G6PDH-based assays. Purified L. mesenteroides G6PDH, diaphorase/resazurin coupled fluorescence, 45 min. inhibition, % at 5 µM. actives 0.12% (n = 200,000). AID 1020; in the data active = inhibition above about 50%
# STAT3 act: STAT3 signaling activation; activation (% of control), % at 5.6 µM; actives 0.91% (n = 190,000); U3A cells, IL-6 STAT3-luciferase reporter, luminescence; 100% = signal with IL-6 EC80 alone;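 active = activation above the screen-wide mean of compound activation plus 3 SD, cut at about 130% in these data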;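 note: 0% = background luminescence of wells with medium and substrate only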
#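 Material: human STAT1-deficient U3A cells with stable STAT3-luciferase reporter / Probe or stimulus: IL-6 stimulus at 33 ng/mL final / Schedule: 1 h compound pre-exposure, 6 h IL-6 stimulation, 37 °C / Technique: luminescence / Read-out basis: percent of IL-6-only median luminescence / Control set: IL-6-only high control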
# Diaphorase inh: counter-screen for diaphorase-based assays: diaphorase inhibitors and chemical oxidizers; diaphorase resazurin-to-resorufin fluorescence, NADH, 16 min; bacterial (C. kluyveri) enzyme, not human; inhibition, % at 20 µM; actives 0.69% (n = 190,000); AID 1217;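 active = primary screen inhibition at 20 µM above a set limit, cut at about 50% in these data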;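 note: plate controls were DMSO with full reaction for no effect and wells lacking NADH for full effect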
#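 Benchmarks: positive control wells lacking NADH, neutral wells with DMSO only. System: bacterial diaphorase enzyme (C. kluyveri). Input: 0.14 U/mL diaphorase, enzyme working solution. Detection: resorufin fluorescence, excitation 544 nm, emission 590 nm. Times: 16-min room-temperature incubation before reading.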
# * marks the source's active call; other numbers are inactive results; nt = not tested or not shown.
SMILES,Hsp70 activator,STAT1 activator,STAT1 blocker,STAT3 inh,Diaphorase act,APP 5UTR inh,TLR4-MyD88 BLA,G6PDH CS,STAT3 act,Diaphorase inh
CCOC(=O)CSc1nc2cc(S(=O)(=O)Nc3ccccc3OC)ccc2o1,-0.1,99,1,0,0.9,7,6,14,106,5
CC(=O)c1ccc(N2CCN(C(C)C(=O)NC3CCCc4ccccc43)CC2)cc1 (configuration not stated),-0.4,99,1,14,0.9,8,-14,-20,90,8
CCCOC(=O)CSC1=C(C#N)C(c2ccc3c(c2)OCO3)CC(=O)N1 (configuration not stated),-0.5,98,2,6,0.9,2,-1,11,100,10
O=C(NC1CCCCCCC1)c1ccc(S(=O)(=O)N2CCCC2)cc1,0.2,100,0,5,0.8,-2,6,6,100,16
CC(=O)c1c(C)[nH]c(C(=O)Nc2ccc(C)c(S(=O)(=O)N(C)C)c2)c1C,0.0,102,0,1,1.1,24,-10,-2,104,-8
C=CCC(C)(NCc1ccccc1)c1ccc(C)cc1 (configuration not stated),-0.2,90,11,-10,1,-9,-3,6,108,5
CCOC(=O)Cc1csc(NS(C)(=O)=O)n1,0.0,98,3,4,0.9,-4,-2,9,98,11
CCCC(=O)N=c1sc2cccc(F)c2n1C,-0.2,114,-15,-6,0.9,nt,9,12,113,7
O=C(c1cccc(F)c1)N1CCN(c2ccc([N+](=O)[O-])c3cccnc23)CC1,-0.1,90,10,14,0.7,-15,17,13,92,27
CC(C)c1ccc(-n2nc3ccc(N)cc3n2)cc1,-0.3,84,17,22,0.6,-117,-20,22,83,44
CN(C(=O)COC(=O)C(Cc1ccccc1)NC(=O)c1ccccc1)c1ccccc1 (configuration not stated),-0.1,95,5,5,0.8,14,7,4,98,19
Cc1nc2ccccc2c2oc(C(=O)N3CCN(C4CCCCC4)CC3)cc12,-0.3,76,27,33,0.9,22,4,-36,73,7
CCCCn1c(-c2cc(Cl)ccc2OC)n[nH]c1=S,-0.3,108,-9,-6,0.9,12,-4,18,105,12
O=c1c2sccc2n(Cc2ccc(F)cc2)c(=O)n1-c1ccc(F)cc1,0.0,97,3,0,1.1,0,-2,-6,100,-6
Cc1ccc(S(=O)(=O)NCC(=O)N(CC(=O)NCc2ccccc2)CC2CCCO2)cc1 (configuration not stated),-0.1,93,7,6,0.9,-6,-5,11,98,8
CCOC(=O)c1c(C)oc2ccc(OCC(N)=O)cc12,-0.3,96,5,18,0.8,2,11,-26,88,19
COCCNC(=O)CCn1nc(-c2ccc(Cl)cc2)ccc1=O,-0.2,102,-3,10,0.9,-6,-23,12,98,11
Nc1ccc(N2CCN(C(=O)c3cccs3)CC2)cc1,-0.2,100,2,5,0.9,21,-11,1,96,9
C/C(=N\Nc1cc(Cl)nc(C)n1)c1ccccc1,-0.1,121,-23,-14,0.9,-8,6,0,111,6
CC1C/C(=N/NC(=O)c2cccs2)CC(C)(C)C1 (configuration not stated),0.3,128,-31,-11,0.8,-88,10,3,106,16
C=CCN1C(=O)NC(c2ccc(OC)cc2)(C(F)(F)F)S/C1=C(\C#N)c1nnc(N2CCOCC2)n1-c1ccccc1 (configuration not stated),-0.4,99,1,-12,0.9,-2,-11,-1,108,9
C=CCN1C(=O)c2cccc3c(Br)ccc(c23)C1=O,-0.1,110,-12,19,0.9,4,10,9,86,13
COc1ccc(NCC(=O)n2c(C)c(C)c3ccccc32)cc1,-0.1,94,6,20,0.9,-26,-1,0,89,9
Cc1cc(N)c(-n2cc3c(=O)n(C)c(=O)n(C)c3c2)cc1C,1.1,124,-26,-3,0.8,-42,4,4,105,17
CC1CCN(C(=S)c2cn(Cc3cccc(F)c3)c3ccccc23)CC1,-0.5,94,7,14,0.8,-2,8,13,90,15
CC(NC(=O)Nc1ccccc1O)(C(F)(F)F)C(F)(F)F,1.2,92,8,-9,0.7,17,1,-15,110,32
COc1ccc(C(=O)CSc2nc3[nH]ncc3c(=O)[nH]2)cc1,0.3,109,-10,0,0.9,0,1,-6,100,14
CCn1c(SCC(N)=O)nc2c1c(=O)n(C)c(=O)n2C,0.0,106,-6,-3,1,-7,5,4,107,-1
CC(=O)Nc1cccc(Nc2nc(-c3ccccc3F)nc3ccccc23)c1,-0.1,90,11,12,0.8,-5,1,7,92,22
CC(=O)NCC(=O)N(C)C(C(=O)Nc1ccc2c(c1)OCCO2)c1ccc(C)cc1 (configuration not stated),0.1,112,-14,12,0.9,-2,-1,0,100,6

# Four of these compounds, reformatted.
# Results follow in this order: Hsp70 activator | STAT1 activator | STAT1 blocker | STAT3 inh | Diaphorase act | APP 5UTR inh | TLR4-MyD88 BLA | G6PDH CS | STAT3 act | Diaphorase inh
> CCOC(=O)c1c(C)oc2ccc(OCC(N)=O)cc12
  -0.3 | 96 | 5 | 18 | 0.8 | 2 | 11 | -26 | 88 | 19
> COCCNC(=O)CCn1nc(-c2ccc(Cl)cc2)ccc1=O
  -0.2 | 102 | -3 | 10 | 0.9 | -6 | -23 | 12 | 98 | 11
> Nc1ccc(N2CCN(C(=O)c3cccs3)CC2)cc1
  -0.2 | 100 | 2 | 5 | 0.9 | 21 | -11 | 1 | 96 | 9
> C/C(=N\Nc1cc(Cl)nc(C)n1)c1ccccc1
  -0.1 | 121 | -23 | -14 | 0.9 | -8 | 6 | 0 | 111 | 6

# Next results:
SMILES,Hsp70 activator,STAT1 activator,STAT1 blocker,STAT3 inh,Diaphorase act,APP 5UTR inh,TLR4-MyD88 BLA,G6PDH CS,STAT3 act,Diaphorase inh
O=C(c1ccccc1)c1cccn1CC(=O)N1CCc2ccccc2C1,0.4,93,6,-3,1,9,-8,-2,114,1
O=C(c1ccc(Cl)cc1)[C@@H]1[C@@H]2C(=O)N(c3cccc4ccccc34)C(=O)[C@@H]2C2c3ccccc3C=NN21 (some centres not stated),-0.2,94,6,-6,0.8,-2,10,2,107,24
CCSc1ccccc1C(=O)Nc1ccc2c(c1)OCO2,0.0,110,-12,5,0.9,-6,-3,15,102,6
CCn1c(=S)sc2c(=O)n(-c3ccccc3)c(=S)[nH]c21,0.1,100,-1,16,0.7,-4,-11,-4,95,31
CCOC(=O)c1sc(NC(=O)c2cc(S(=O)(=O)N3CCOCC3)ccc2C)nc1C,-0.5,96,5,3,0.8,-5,-11,-8,100,19
CCOc1ccc(NC(=O)C2CC=CCC2C(=O)O)cc1 (configuration not stated),-0.2,100,0,6,0.8,-16,14,10,98,17
Cc1ccccc1CSc1nnc(Cn2c(=O)sc3ccccc32)n1C,-0.4,108,-7,-6,0.9,-5,9,8,105,12
Cc1ccccc1NC(=O)c1ccc(CN2CCC(Cc3ccccc3)CC2)cc1,-0.1,105,-5,50*,0.9,-11,5,4,66,6
COc1ccc(CCN2C(=O)c3cccc4cccc(c34)C2=O)cc1OC,-0.3,106,-7,-13,0.9,-1,-13,-7,118,12
CC(=O)NC12CC3CC(C1)CC(C(=O)OCC(=O)NC(=O)c1cccn1C)(C3)C2,0.0,102,-2,0,0.8,0,7,0,105,18
Cc1ccc(-c2nnc(SCc3ccccc3F)o2)cc1,0.3,135*,-38,12,0.8,-142,-7,-16,93,20
CCOC(=O)C1=C(C)NC(=O)NC1c1cc2c(cc1Br)OCO2 (configuration not stated),-0.3,91,10,6,1,-22,-5,9,97,-1
O=C(/C=C/Nc1ccc(F)cc1Br)c1ccccc1,-0.4,84,18,86*,0.9,-149,3,-3,27,6
CC(=O)C(C)Oc1ccc(Cc2ncc(C(F)(F)F)cc2Cl)cc1 (configuration not stated),0.2,97,3,-1,1,-15,-15,4,110,4
O=C1CCCN1CCCNC(=S)Nc1ccc(F)cc1,-0.2,104,-7,1,0.9,4,-1,2,101,10

# Fetched by compound from the entries so far (3):
SMILES,Hsp70 activator,STAT1 activator,STAT1 blocker,STAT3 inh,Diaphorase act,APP 5UTR inh,TLR4-MyD88 BLA,G6PDH CS,STAT3 act,Diaphorase inh
CCSc1ccccc1C(=O)Nc1ccc2c(c1)OCO2,0.0,110,-12,5,0.9,-6,-3,15,102,6
COc1ccc(CCN2C(=O)c3cccc4cccc(c34)C2=O)cc1OC,-0.3,106,-7,-13,0.9,-1,-13,-7,118,12
O=C1CCCN1CCCNC(=S)Nc1ccc(F)cc1,-0.2,104,-7,1,0.9,4,-1,2,101,10

# Additional structures follow.
SMILES,Hsp70 activator,STAT1 activator,STAT1 blocker,STAT3 inh,Diaphorase act,APP 5UTR inh,TLR4-MyD88 BLA,G6PDH CS,STAT3 act,Diaphorase inh
CCNc1nc(Oc2ccc(=O)[nH]n2)nc(SC)n1,-0.2,104,-5,2,0.9,-9,-12,2,101,7
CCC(/C=N/NC(=O)C1COc2ccccc2O1)CC (configuration not stated),-0.1,98,3,3,0.7,4,12,20,97,27
COCCn1c(C)cc(C(=O)CN2C(=O)NC3(CCCCCCC3)C2=O)c1C,0.1,126,-28,-20,0.8,-44,-20,8,120,24
CC1CCN(c2nnc(NC(=O)Cn3c(=O)oc4ccccc43)s2)CC1,-0.1,104,-4,15,0.9,-9,-12,2,95,11
Cc1ccc(NC(=O)N(C2CCCCC2)C(C)c2cccnc2)cc1C (configuration not stated),-0.2,101,-1,14,0.8,-3,-1,-1,95,16
CCNc1nc(OCC)nc(N2CCC(Cc3ccccc3)CC2)n1,-0.1,104,-4,0,0.9,-2,-3,-8,101,10
N#C/C(=C/c1ccc(N2CCOCC2)o1)C(=O)N1CCOCC1,-0.1,90,11,-1,1,-13,-10,4,99,1
CCN(CC)c1ncnc2sc(C(=O)N3CCN(c4ccc(OC)cc4)CC3)c(C)c12,-0.4,93,6,-2,0.9,-19,-4,-11,107,5
Cc1cnn(-c2cc(N/N=C/c3ccccc3)ncn2)c1,-0.5,106,-6,20,1,nt,3,1,89,-4

# Compounds were not picked by outcome; 6.1% or so of the library scored in one or more.
